# ROCK2 inh: inhibitors of human Rho kinase 2. O75116. purified ROCK2, Kinase-Glo ATP depletion luminescence. inhibition, % at 6 µM. actives 0.35% (n = 60,000). AID 604;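 active = inhibition above the screen-wide mean inhibition plus 3 SD, cut at about 18% in these data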;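 also: plate controls were DMSO wells for no effect and Y-27632 control wells after no-enzyme background subtraction for full effect; many of its hits are not listed in these tables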
# PKA kinase inh: inhibitors of human protein kinase A; P17612; PKA Kemptide phosphorylation, Kinase-Glo ATP luminescence; inhibition, % at 6 µM; actives 0.1% (n = 65,000); AID 524;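 active = inhibition above the screen-wide mean inhibition plus 3 SD, cut at about 21% in these data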; also: many of its hits are not listed in these tables
# A340 absorber: compounds absorbing at 340 nm | compound absorbance at 340 nm, fold over control | fold change at 10 µM | 65,000 tested, under 10 active | AID 708;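 active = at 10 µM dose, initial 340 nm absorbance at least 2 fold that of control wells; inactive = change under 2 fold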;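 also: initial absorbance extrapolated from kinetic A340 decline of NADH oxidation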
# Fluor 339 460: intrinsic fluorescence of library compounds, ex339/em460 – biochemical, MLSMR library, data from DPM-DC assay, artefact control, profiling panel; compound autofluorescence, ex339/em460 nm, NADH buffer; hits give high values; 1 = no-compound wells, NADH background; fluorescence fold increase at 10 µM; actives 5.5% (n = 65,000);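 active = at 10 µM, mean starting fluorescence two-fold or more over control wells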;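 also: signal is the first read of a kinetic run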
# JNK3 blocker: blocks human JNK3 kinase activity; purified JNK3 kinase activity, HTS; inhibition, % at 8 µM; actives 0.61% (n = 60,000); in the data active = inhibition above about 17%;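 also: 0% = DMSO and 100% = reference inhibitor; many of its hits are not listed in these tables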
# Target sequence (P53779 whole entry, looked up): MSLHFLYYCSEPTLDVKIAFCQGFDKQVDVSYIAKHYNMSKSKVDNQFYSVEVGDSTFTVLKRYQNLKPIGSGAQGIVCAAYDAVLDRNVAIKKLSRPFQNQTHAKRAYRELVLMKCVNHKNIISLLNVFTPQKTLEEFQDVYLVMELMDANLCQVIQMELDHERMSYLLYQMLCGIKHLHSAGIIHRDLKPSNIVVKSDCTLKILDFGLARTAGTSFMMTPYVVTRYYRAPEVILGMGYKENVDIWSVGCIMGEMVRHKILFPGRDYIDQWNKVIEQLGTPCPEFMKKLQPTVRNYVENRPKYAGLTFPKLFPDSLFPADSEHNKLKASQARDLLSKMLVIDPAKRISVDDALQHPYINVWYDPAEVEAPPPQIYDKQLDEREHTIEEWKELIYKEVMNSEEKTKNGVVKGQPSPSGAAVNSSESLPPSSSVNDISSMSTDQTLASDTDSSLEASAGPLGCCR
# HER2 expr 66K: Her2 kinase expression inhibition; HER2 level % of control, % at 10 µM; P04626; actives 0.69% (n = 65,000); SKBR-3 HER2 protein level, AlphaScreen, 18-24 h; hits give low values;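 active = HER2 level under 5% of the carrier-only control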;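 also: 100% = DMSO carrier and 0% = 500 nM PU-H71 HSP90 inhibitor; lower value means stronger loss of Her2 protein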
# Cdc25B block: human M-phase inducer phosphatase 2 inhibition; P30305; recombinant Cdc25B, OMFP fluorescence Ex485/Em525; inhibition, %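 (compounds tested at 10 µM final in the well)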; actives 0.1% (n = 65,000); AID 368; in the data active = inhibition above about 50%
# DUSP1 inh: blocks human MKP-1 phosphatase activity; P28562; recombinant MKP-1, OMFP hydrolysis fluorescence; inhibition, %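 (compounds tested at a single concentration somewhere between 10 and 100 µM)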; actives 0.15% (n = 65,000);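 active = inhibition above about 50%, limit read from the data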;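 also: 0% = DMSO max control wells and 100% = wells with enzyme stopped by NaOH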
# Target sequence (P28562 whole entry, looked up): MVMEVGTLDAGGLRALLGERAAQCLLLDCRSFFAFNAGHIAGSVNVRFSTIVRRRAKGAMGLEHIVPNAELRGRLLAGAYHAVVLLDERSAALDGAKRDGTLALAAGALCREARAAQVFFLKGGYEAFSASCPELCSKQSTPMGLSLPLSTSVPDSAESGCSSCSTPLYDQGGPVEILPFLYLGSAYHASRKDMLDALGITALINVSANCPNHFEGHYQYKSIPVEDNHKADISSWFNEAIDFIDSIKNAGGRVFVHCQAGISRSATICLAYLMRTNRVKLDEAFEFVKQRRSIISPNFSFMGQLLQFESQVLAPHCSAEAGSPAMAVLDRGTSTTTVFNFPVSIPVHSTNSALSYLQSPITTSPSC
# Hsp90 inh: displaces geldanamycin probe from tumor Hsp90. P07900. NCI-N417 lysate Hsp90, Cy3B-geldanamycin FP displacement. inhibition, % at 30 µM. actives 0.35% (n = 64,000);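 active = inhibition above 50%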;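 also: 0% = tracer plus lysate wells and 100% = tracer alone without lysate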
# * marks the source's active call; other numbers are inactive results; · = no result given.
No.	structure	ROCK2 inh	PKA kinase inh	A340 absorber	Fluor 339 460	JNK3 blocker	HER2 expr 66K	Cdc25B block	DUSP1 inh	Hsp90 inh
1	COc1cccc(C2CC(=O)NC3=C2C(=O)CCC3)c1 (stereo not drawn)	0	-4	1	1.1	4	93	-1	6	-2
2	CCC/C(O)=C1\C(=O)CC(C)(C)CC1=Nc1ccc(OC)cc1OC	5	10	1.1	1.1	2	53	9	-1	1
3	CCn1nc(C(=O)OCC(=O)N2c3ccccc3CC2C)c2ccccc2c1=O (stereo not drawn)	18	9	1	1.1	1	106	-16	-8	-2
4	Cc1onc(-c2c(F)cccc2Cl)c1C(=O)NCc1ccccn1	3	0	1.1	1.1	1	108	-3	8	-1
5	Cc1cc(CN2C(=O)c3ccccc3C2=O)on1	-1	5	1.1	1.1	-3	94	-6	5	-1
6	O=C1c2ccccc2C(=O)N1n1c(=O)[nH]c2ccccc2c1=O	6	4	1.1	1.1	-7	86	-3	-2	-5
7	O=C(CN1CCN(S(=O)(=O)c2ccc(Cl)cc2)CC1)Nc1ccc(F)cc1F	5	2	0.99	1	3	116	-14	0	-3
8	COCc1[nH]nc2c1C(c1ccnc3ccccc13)C(C#N)=C(N)O2 (stereo not drawn)	-1	-1	1	1	2	49	5	-22	0
9	Cn1c(SCc2ccccc2F)nc2cccnc21	4	8	0.98	1.1	4	80	0	-19	-1
10	CCOC(=O)c1ccc(NCn2c(=O)oc3ccccc32)cc1	5	4	1	1.1	-3	107	-7	2	-6
11	COc1cccc(NC(=O)C2CC(=O)N(C)C(=Nc3cccc(F)c3)S2)c1 (stereo not drawn)	-3	-4	1	1.1	3	78	-12	13	-4
12	O=C(c1cccc(S(=O)(=O)N2CCCCC2)c1)N1CCCCC1	6	11	1	1.1	-5	110	-6	-4	1
13	CN1CCN(C(=O)c2ccc(-c3nn(C)c(=O)c4ccccc34)cc2)CC1	9	8	1	1.1	6	90	0	-2	1
14	O=C(c1ccco1)N1CCN(c2cc(=O)n(C3CCCCC3)c(=O)[nH]2)CC1	0	-4	1	1.1	-4	92	65*	1	3
15	C=CCOc1cccc(C2C(C(=O)c3ccco3)=C(O)C(=O)N2CCN2CCOCC2)c1 (stereo not drawn)	·	-1	1.1	1.1	·	·	3	16	·
16	Cc1onc(-c2ccccc2Cl)c1C(=O)NCCn1ccc2ccccc21	0	-5	0.98	1.1	4	86	-1	4	-2
17	CCc1ccc(C(=O)CSc2n[nH]c(C)n2)cc1	9	2	1	1.1	9	110	-3	-2	0
18	CCOC(=O)c1c(NC(=O)CSc2nnc(-c3ccccc3C)n2C)sc(C(C)=O)c1C	-6	-11	1	1.1	-3	93	1	15	-8
19	CCCc1nc2ccccc2c(=O)n1/N=C/c1ccccc1O	12	3	1	1	9	112	-7	-24	-3
20	C=CCSc1nnc(CSc2nc3sc4c(c3c(=O)[nH]2)CCCC4)n1-c1ccccc1	4	-1	1	1.8	-7	67	0	21	-2
21	Cn1c(N2CCCCC2)nc2c1c(=O)[nH]c(=O)n2C	1	-6	1.1	1.1	-1	117	8	5	-5
22	CCOc1ccc(C2N(c3ccc(F)cc3)C(=O)C3CCCN32)cc1OC (stereo not drawn)	4	4	1	1.1	-3	104	-9	7	-3
23	CCC(C)(C)n1nnnc1C(c1ccncc1)N1CCN(c2cccc(OC)c2)CC1 (stereo not drawn)	2	4	0.98	1.1	4	80	-4	-3	-4
24	O=C(c1ccccc1)N(Cc1ccc2c(c1)OCO2)Cc1nc2ccccc2c(=O)[nH]1	1	4	1	1.1	-2	118	-10	0	0
25	COc1ccccc1Oc1nc2c(c(=O)n(Cc3ccccc3F)c(=O)n2C)n1C	6	7	1	1	-4	72	-3	22	-3

# Further compounds:
No.	structure	ROCK2 inh	PKA kinase inh	A340 absorber	Fluor 339 460	JNK3 blocker	HER2 expr 66K	Cdc25B block	DUSP1 inh	Hsp90 inh
26	CN1c2ccccc2N(C)C1c1ccc2c(c1)OCO2	8	7	1	1.1	3	102	-8	-4	-3
27	C=CCn1c(SCC(=O)NCC2CCCO2)nc2scc(-c3ccco3)c2c1=O (stereo not drawn)	1	-3	1	1.1	7	88	-6	24	-8
28	O=c1c2ccccc2nc(-c2ccccc2)n1CCCN1CCOCC1	5	1	1	0.93	2	92	-2	-10	-6
29	COC(=O)c1ccc(NC(=O)CS(=O)(=O)Cc2ccccc2)cc1	-6	4	1	1.1	-8	86	-15	0	2
30	O=c1cc(NCCO)c2ccccc2o1	·	2	1.1	1.1	·	100	·	·	·
31	C=CCn1c(SCC(=O)NCc2ccccc2)nnc1-c1ccccc1O	7	9	1.1	1.1	7	85	-8	5	1
32	O=C(CSCCSCC(=O)c1ccco1)c1ccco1	0	9	0.99	1	-6	89	0	-5	1
33	COc1cccc(C2CC(C(F)(F)F)n3ncc(C(=O)NCc4ccco4)c3N2)c1 (stereo not drawn)	3	0	1.1	1.1	2	111	1	18	-1
34	CCOC(=O)N1CCN(Cc2nc3c(c(=O)n(C)c(=O)n3C)n2CCC(C)C)CC1	7	4	1.1	1	-1	99	-11	9	-2
35	COc1ccc(NC(=O)c2cccs2)cc1O	0	3	1	1.1	-2	111	2	2	1
36	Oc1c(C(c2ccccn2)N2CCOCC2)ccc2cccnc12 (stereo not drawn)	3	-1	1	1.1	-6	77	17	3	1
37	C=CCN1CCN(C(c2ccc(OC)c(OC)c2)c2nnnn2C(C)(C)C)CC1 (stereo not drawn)	4	8	0.97	1.1	2	165	0	-1	2
38	CCOC(=O)c1sc2nc(C)cc(C)c2c1NC(=O)c1ccco1	5	8	1	1.2	6	95	-9	-1	-2
39	Cc1ccc(N2C(=O)CSC23C(=O)Nc2ccccc23)cc1 (stereo not drawn)	6	13	0.98	1.1	5	108	0	6	-3
40	CC(C(N)=O)N1C(=O)C2C3C=CC(C3)C2C1=O (stereo not drawn)	1	3	0.98	1	-4	104	-18	-2	-2
41	CCOc1ccc(C(=O)NCc2ccncc2)cc1	-2	4	1	1.1	-2	101	7	-2	-6
42	COc1cccc(Cn2c(NCC(C)C)nc3c2c(=O)n(C)c(=O)n3C)c1	-3	10	0.97	1.1	4	105	-7	-19	0
43	CCCCn1c(SCC(=O)Nc2cc(C)on2)nc2c1c(=O)n(C)c(=O)n2C	6	-1	0.99	1	8	100	-16	-4	-2
44	CC1CCCC(C)N1C(=O)CSc1nnc(CSc2ncccn2)n1C (stereo not drawn)	2	10	0.99	1.1	-4	116	-16	11	-2
45	Cn1c(=O)c2c(nc(CN3CCc4ccccc4C3)n2Cc2ccc(F)cc2)n(C)c1=O	9	11	1	1.1	0	106	-6	10	-21
46	CCN1CCN(Cc2nc3c(c(=O)[nH]c(=O)n3C)n2Cc2ccccc2Cl)CC1	-1	-8	0.98	1.1	-4	87	-11	-9	-3
47	CCCC(=O)c1ccc(N2CCN(C(=O)OCC)CC2)c(F)c1	3	6	1.1	1.1	2	87	-5	11	-1
48	CCOC(=O)N1CCC(N2CCN(S(=O)(=O)c3ccc(NC(C)=O)cc3)CC2)CC1	·	-3	1.1	1	·	114	-7	10	-1
49	O=C(Oc1cccc2cccnc12)c1ccc(Br)o1	6	7	0.99	1.1	3	113	-7	4	8
50	CC(C)C1C(C#N)=C(N)Oc2n[nH]c(C(C)(C)C)c21 (stereo not drawn)	10	7	0.99	1.1	-5	95	22	-19	3

# (cont.)
No.	structure	ROCK2 inh	PKA kinase inh	A340 absorber	Fluor 339 460	JNK3 blocker	HER2 expr 66K	Cdc25B block	DUSP1 inh	Hsp90 inh
51	CCOC(=O)c1nnn(-c2nonc2N)c1CNC(C)C	-6	-6	1	1.1	5	81	9	6	2
52	N#Cc1c(N)nc(SCC(=O)NCCc2ccccc2)c(C#N)c1-c1cccs1	-10	2	1.1	2.3*	2	115	27	-28	-1
53	CCCCN(CCCC)C(=O)CSc1nnc(-c2cc(OC)c(OC)c(OC)c2)o1	3	6	1	1.1	2	91	-5	11	0
54	Cn1c(=O)[nH]c(=O)c2c1nc(SCC(O)CO)n2Cc1ccccc1Cl (stereo not drawn)	5	2	1	1.1	-4	110	-1	28	-4
55	CCn1nc(C(=O)N2CCN(Cc3ccc4c(c3)OCO4)CC2)c2ccccc2c1=O	6	9	0.99	0.95	0	112	1	8	0
56	COc1ccc(OC)c(NC(=O)C(CCS(C)(=O)=O)NC(C)=O)c1 (stereo not drawn)	2	-2	1	1.1	3	88	-13	4	3
57	O=C(CSc1nnc(-c2ccccc2)o1)N1CCOCC1	5	9	0.98	1.1	5	117	7	-10	1
58	CCOC(=O)N1CCN(S(=O)(=O)c2ccc(F)c(C(=O)Nc3cccc(C)c3C)c2)CC1	5	7	1	1.1	-1	64	-7	30	-3
59	CC1(C)Cc2c(c(-c3ccco3)[nH]c(=O)c2C#N)CS1	-6	6	1.1	1.2	-2	75	-10	-11	7
60	CCCn1c(C)cc(C(=O)COc2ncnc3sccc23)c1C	14	8	1	1.1	-5	103	-7	-4	-8
61	COc1ccc(OC)c(S(=O)(=O)N(C)CC(=O)Nc2ccccc2OC)c1	8	10	1	1.1	-2	98	-12	-4	0
62	O=C(Nc1ccccn1)NC1CCS(=O)(=O)C1 (stereo not drawn)	4	7	1	1.1	-4	97	2	8	-1
63	O=C(Nc1c2c(nn1-c1ccc(Cl)cc1)CS(=O)(=O)C2)c1ccc2c(c1)OCO2	·	-3	0.99	1.1	·	107	-2	34	-9
64	CN(C)S(=O)(=O)c1ccc(C(=O)OCC(=O)NC(=O)NCc2ccccc2)cc1	6	8	0.99	1.1	2	89	0	-24	1
65	Cc1ccc(CNC(=O)c2nnn(-c3cccc(C)c3)c2N)cc1	6	14	0.98	1.1	2	125	-10	-6	-1
66	CCOC(=O)c1c(N)nn(C(=O)C(C)(C)C)c1-c1ccccc1	2	5	1	1.1	-3	100	-5	-3	-2
67	O=C(O)CCc1n[nH]c(=S)[nH]c1=O	-1	7	1	1	2	74	-13	10	-3
68	S=c1[nH]nc(-c2ccc(Br)cc2)n1Cc1ccco1	6	7	1	1	0	114	9	3	1
69	CCOc1ccccc1Oc1ccc(C(F)(F)F)cn1	-4	-6	1	1.1	-3	87	-5	0	-3
70	COc1ccc(OC)c(NC(=O)c2cc(S(=O)(=O)NCc3ccco3)ccc2F)c1	·	0	0.98	1.1	·	88	-18	1	0
71	COc1cc(C)nc(NCc2ccccc2)n1	0	-7	1.1	1.1	8	99	-17	-4	1
72	Cc1nc2nc(C)n(-c3ccccc3)c2s1	2	0	1	1	-1	80	5	-5	-9
73	C=CCn1c(C)c(C(C)=O)c(N2CCOCC2)nc1=S	5	2	1.1	1.1	3	129	-2	5	-2
74	CCOc1ccc2nc3sc(C(=O)N4CCN(C)CC4)c(N)c3cc2c1	3	11	1.1	0.89	-13	80	6	-3	-8
75	CCN(C(=O)Cn1c(=O)oc2ccccc21)c1cccc(C(F)(F)F)c1	4	12	0.99	1.1	-1	89	-7	-7	0

# More records follow.
No.	structure	ROCK2 inh	PKA kinase inh	A340 absorber	Fluor 339 460	JNK3 blocker	HER2 expr 66K	Cdc25B block	DUSP1 inh	Hsp90 inh
76	Cc1n[nH]c(C)c1SCC(=O)Nc1ccc(F)cc1	1	7	0.99	1.1	-1	86	-14	-3	3
77	Nc1nc(Nc2ccccc2)nc2ccccc12	-13	-3	1	1.4	1	89	-6	-26	-2
78	C(=N\c1nccs1)/Nc1nccs1	1	1	1.1	1	2	48	-13	1	0
79	Cc1ccc2oc(=O)c3cnn(CC(=O)NCCC(C)C)c3c2c1	2	6	0.99	1	-5	109	-4	-18	-1
80	Cn1c(=O)c2c(nc(Oc3ccc4c(c3)OCO4)n2Cc2ccc(Cl)cc2)n(C)c1=O	5	9	1.1	1.1	-1	48	-15	4	2

# Some entries already given, limited to HER2 expr 66K and JNK3 blocker.
entry	structure	HER2 expr 66K	JNK3 blocker
76	Cc1n[nH]c(C)c1SCC(=O)Nc1ccc(F)cc1	86	-1
77	Nc1nc(Nc2ccccc2)nc2ccccc12	89	1
78	C(=N\c1nccs1)/Nc1nccs1	48	2
79	Cc1ccc2oc(=O)c3cnn(CC(=O)NCCC(C)C)c3c2c1	109	-5

# Source: PubChem

# The list is partial (hit frequency here may not be typical).
